BLM inh = blocks DNA unwinding by human BLM helicase | Potency, µM (series often up to 56.1 µM), for inactives: at the top dose activity change, negative = inhibition, hits mostly inhibitors | recombinant BLM DNA unwinding, fluorescence dequenching | 350,000 compounds, 0.2% hits;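 further: potency means the concentration at half of the fitted maximal effect; plate controls were vehicle for no effect and no enzyme for full effect; nearly all actives have a fitted effect of over 35% in size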
POLK inh = inhibitors of human DNA polymerase kappa. purified Pol kappa, fluorescent DNA synthesis assay, 10 min. 400,000 compounds, 0.53% hits. AID 588579. Potency, µM (doses to about 107 µM), for inactives: top-dose activity, negative = inhibition, most hits filed as inhibitors; further: potency means the concentration at half of the fitted maximal effect; on the % scale 0 is the no-effect control and ±100 the full control effect
Target sequence (Q9UBT6 whole entry, looked up): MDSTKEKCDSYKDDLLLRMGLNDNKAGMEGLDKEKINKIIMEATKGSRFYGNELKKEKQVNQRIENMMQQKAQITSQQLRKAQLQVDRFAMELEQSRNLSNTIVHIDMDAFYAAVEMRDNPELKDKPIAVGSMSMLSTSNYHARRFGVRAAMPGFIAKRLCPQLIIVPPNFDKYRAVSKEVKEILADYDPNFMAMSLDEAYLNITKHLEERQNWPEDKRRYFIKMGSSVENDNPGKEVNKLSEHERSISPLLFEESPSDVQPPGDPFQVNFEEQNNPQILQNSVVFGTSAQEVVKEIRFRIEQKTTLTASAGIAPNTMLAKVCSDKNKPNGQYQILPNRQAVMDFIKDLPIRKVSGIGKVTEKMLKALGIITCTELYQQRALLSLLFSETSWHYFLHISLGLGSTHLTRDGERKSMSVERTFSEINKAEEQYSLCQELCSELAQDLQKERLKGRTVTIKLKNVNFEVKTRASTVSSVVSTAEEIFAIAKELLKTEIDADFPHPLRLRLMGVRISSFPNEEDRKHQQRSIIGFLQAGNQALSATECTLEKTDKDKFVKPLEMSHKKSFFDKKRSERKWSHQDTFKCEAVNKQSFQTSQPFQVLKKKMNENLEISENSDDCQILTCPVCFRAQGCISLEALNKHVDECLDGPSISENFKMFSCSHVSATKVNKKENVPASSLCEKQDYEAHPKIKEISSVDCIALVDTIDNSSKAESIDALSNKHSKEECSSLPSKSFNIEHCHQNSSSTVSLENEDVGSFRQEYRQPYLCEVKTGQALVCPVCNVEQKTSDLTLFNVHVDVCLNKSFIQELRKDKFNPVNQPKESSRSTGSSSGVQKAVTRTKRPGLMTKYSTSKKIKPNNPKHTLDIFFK
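Kinetic fluorescence screen: compound preincubated 15 min RT with 10 nM enzyme; 50 nM substrate (final) initiates; reads at 0/10 min.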
Apoferritin bind = binds horse apoferritin like a general anesthetic. P02791. apoferritin/1-aminoanthracene competitive binding, fluorescence. Potency, µM (titrated, usually from 77.5 µM), inactives show top-dose activity change, negative = displacement, most hits filed as inhibitors. 350,000 compounds, 0.074% hits. AID 485281; further: potency means the concentration at half of the fitted maximal effect; on the % scale 0 is the no-effect control and ±100 the full control effect; nearly all actives have a fitted effect of over 20% in size
Target sequence (P02791 2-175 limits assumed): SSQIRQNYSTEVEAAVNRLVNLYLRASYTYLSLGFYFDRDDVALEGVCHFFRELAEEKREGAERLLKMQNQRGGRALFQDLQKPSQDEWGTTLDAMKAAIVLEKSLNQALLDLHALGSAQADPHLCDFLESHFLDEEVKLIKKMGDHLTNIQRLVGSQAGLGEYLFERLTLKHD
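Horse-spleen apoferritin (10 uM) in 50% saturated 1-aminoanthracene in PBS was incubated 10 min at room temperature with compound. Fluorescence (ex 380, em 535 nm) was normalized to free and bound 1-AMA, with concentration-response fitted by a four-parameter Hill equation.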
APEX1 inh = inhibitors of human APE1 endonuclease | P27695 | recombinant APE1, TAMRA/BHQ-2 abasic DNA cleavage fluorescence | Potency, µM (highest dose often 65.8 µM), without a hit: at the highest dose activity change, negative = inhibition, hits mostly inhibitors | 350,000 compounds, 0.35% hits;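 further: potency means the concentration at half of the fitted maximal effect; plate controls were vehicle for no effect and reference inhibitor for full effect; nearly all actives have a fitted effect of over 55% in size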
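Incision of a quenched TAMRA/BHQ-2 THF abasic-site duplex (50 nM) by 0.75 nM APE1, after 15 min compound preincubation, measured as fluorescence increase over three 60 s reads. Values normalized to buffer, DMSO and NSC13755 control wells.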
Glioma ERSR ind = ER stress response induction in glioma; U87-MG GRP78 promoter luciferase reporter, 16 h; Potency, µM, for inactives: at the highest dose activation, usual class: activators; 420,000 compounds, 0.02% hits; further: potency means the concentration at half of the fitted maximal effect; series mostly up to about 76 µM; % of control where 0% means no effect; nearly all actives have a fitted effect of over 35% in size
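ERSR induction read as luciferase luminescence (Bright-Glo, 10 min at room temperature) in stably transfected human U87-MG glioma cells exposed to compounds for 16 h, using GRP78 as sensor.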
LDHA block = blocks human lactate dehydrogenase A; purified LDHA, NADH/diaphorase-resazurin fluorescence; stronger effect = lower value; activity change, % (values are at about 110 or 230 µM); 480,000 compounds, 0.15% hits; in the data active means activity change below about -30%; inconclusive means mostly about -25% to -30%;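 further: plate controls were DMSO wells for no effect and wells without enzyme for full effect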
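Enzyme activity of human lactate dehydrogenase 5 (2 nM; 0.06 mM NADH, 0.2 mM pyruvate, 5 min, RT) is measured via a resazurin/diaphorase fluorescence readout of residual NADH.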
Pol beta inh = DNA polymerase beta (human) inhibition. Pol beta primer extension/strand displacement, fluorescence kinetic. AID 485314. 340,000 compounds, 1.3% hits. P06746. Potency, µM (titrated, usually from 114 µM), for inactives: top-dose activity change, negative = inhibition, hits mostly inhibitors; further: potency means the concentration at half of the fitted maximal effect; on the % scale 0 is the no-effect control and ±100 the full control effect
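Preincubation: enzyme (10 nM) with compound, 15 min, RT. Reaction: substrate added to 50 nM final. Reads: 0 and 10 min. Analysis: normalized, Hill fit.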
POLI inh = blocks human DNA polymerase iota activity; Q9UNA4; Pol iota fluorescent replication assay, 10 min; Potency, µM (highest dose often 115 µM), inactives show top-dose activity, negative = inhibition, hits mostly inhibitors; 390,000 compounds, 1% hits; further: potency means the concentration at half of the fitted maximal effect
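Pol iota at 10 nM preincubated 15 min with compounds at room temperature; reaction started with fluorescent substrate, 50 nM final. Fluorescence read kinetically at 0 and 10 min; buffer-only wells as negative control.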
Pol eta inh = inhibitors of human DNA polymerase eta. recombinant Pol eta, fluorescent DNA replication assay. AID 588591. Potency, µM (top dose mostly 114 µM), for inactives: at the top dose activity change, negative = inhibition, most hits filed as inhibitors. 390,000 compounds, 1.2% hits. Q9Y253; further: potency means the concentration at half of the fitted maximal effect; on the % scale 0 is the no-effect control and ±100 the full control effect
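Pol eta (10 nM) was preincubated with compounds for 15 min at room temperature, after which fluorescent replication substrate (50 nM final) was added to start the reaction. Fluorescence was read kinetically at 0 and 10 min.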
The depositor's hits bear a star; ? = inconclusive; . = not tested or not shown; & = joins results of further samples; [ ] = remark or other dose. Unless noted, the call rests on the fitted dose curve; in most records, active means well fitted curve in the direction sought with a large enough effect; inconclusive means small, poorly fitted or top-dose-only effect, or another doubt; inactive means no such curve, though single readings can be large; an effect the other way counts as inactive or inconclusive. An excerpt (hit frequency here may not be typical).

Second line of a record: BLM inh | POLK inh | Apoferritin bind | APEX1 inh | Glioma ERSR ind | LDHA block | Pol beta inh | POLI inh | Pol eta inh
- COc1ccc(OC)c(NC(=O)CN2c3cccc4cccc(c34)S2(=O)=O)c1
    . | -7.9% | . | 43.7%[activator] | -2.6% | 3.7 | . | 11.3% | -14.7%
- Cc1ccc(NS(=O)(=O)c2ccc(N3C(=O)CCC3=O)cc2)cc1
    0.5% | -0.2% | -14.0% | 5.2% | -4.2% | -7.7 | 10.9% | 24.9% | -9.2%
- COc1ccc(C(=O)NCC(c2ccco2)N2CCCC2)cc1S(=O)(=O)N1CCCCC1C (stereo unspecified)
    . | 1.1% | . | -0.3% | -1.0% | -0.8 | . | -21.3% | 8.3%
- COCCCNC(=O)CC(NS(=O)(=O)c1ccc(OC)cc1)c1ccc(OC)cc1 (stereo unspecified)
    0.1% | -5.7% | 10.4% | 0.6% | -3.9% | -1.8 | -27.2% | 26.4% | -16.1%
- O=C(O)CCc1ccc(-c2ccccc2)n1NC(=O)c1cccs1
    3.5% | -0.4% | -1.4% | 5.0% | -0.6% | 0.1 | 34.9% | -4.6% | -6.6%
- Cc1ccc(S(=O)(=O)c2c(O)cc(C)c(NS(=O)(=O)c3ccc(Br)cc3)c2C)cc1
    -12.1% | -8.9% | 13.1% | . | -4.7% | 4.5 | 0.1% | -14.4% | -19.7%
- CCCN(CCC)CCNc1c(N2CCN(C(=O)OCC)CC2)c(=O)c1=O
    -3.3% | -6.6% | -1.0% | -0.2% | -4.9% | -8.6 | 8.1% | 16.5% | -16.0%
- CCCC[C@@]1(C2CCCC2)Cc2cc(OCC(=O)O)c(Cl)c(Cl)c2C1=O
    . | -7.6%[60.1 µM] | . | 8.9%&-5.6% | 4.8%&20.1% | -9.2 | 8.7%[57.1 µM] | -7.3% | -16.1%
- COc1ccc(NC(=O)CN(c2cccc(C)c2C)S(=O)(=O)c2ccccc2)cc1OC
    -12.0% | -7.5% | 6.4% | . | -0.4% | -3.4 | 15.6% | 0.0% | -16.1%
- COc1ccc(NC(=O)CC(C(=O)O)N2CCCCC2)cc1 (stereo unspecified)
    1.7% | -0.9% | -5.6% | -3.7% | -6.9% | 0.2 | 4.2% | 28.0% | -8.4%
- O=C(c1ccc(F)cc1)C1CCN(C(=O)Nc2ccc(F)cc2F)CC1
    -0.6% | -13.6% | -6.2% | 25.8% | -2.7% | -6.4 | 97.8% | 1.2% | -0.3%
- O=C(NOC(=O)c1ccccc1Cl)c1cccs1
    0.4% | -12.9% | -3.3% | -2.3% | -2.2% | 0.0 | 10.2% | ? | 9.2%
- CN(C)C(CNC(=O)C1CC(=O)N(Cc2ccccc2)C1)c1ccccc1 (stereo unspecified)
    . | -11.3% | . | 0.1% | -3.3% | -6.1 | . | 32.5%[activator] | -15.4%
- Cc1ccc(-c2csc(SCC(=O)c3c(N)n(C4CC4)c(=O)[nH]c3=O)n2)cc1
    . | -10.1% | . | 3.3% | -4.2% | -13.9 | . | -6.1% | 5.1%
- COc1cc(OC)cc(C(=O)NC2CC3CCC(C2)N3Cc2ccco2)c1 (stereo unspecified)
    0.8% | -13.3% | -6.8% | 0.5% | -4.9% | -6.2 | 26.9% | 52.9%[activator] | 2.2%
- O=S(Cc1ccccc1)c1ccccc1 (stereo unspecified)
    . | -2.7% | . | . | -1.2% | -5.4 | . | 20.4% | -20.4%
- CC(NCc1ccccc1O)c1ccccc1 (stereo unspecified)
    -0.2% | 7.0% | -14.7% | -0.3% | -0.1% | -1.1 | 19.8% | 9.2% | -14.0%
- CCOC(=O)c1cc(C#N)c(Nc2ccccc2OC)nc1C(F)(F)F
    0.5% | -10.0% | -9.4% | 6.0% | -5.3% | -8.8 | 17.6% | 10.9%[58.9 µM] | -7.5%
- CN(C)c1ccc(N2C(=NC(=O)CC3CCCCC3)SC3CS(=O)(=O)CC32)cc1 (stereo unspecified)
    0.1% | 16.4% | -7.8% | -2.7% | -0.3% | 2.5 | 0.5% | 14.9% | -7.8%
- CC1=C(C(=O)OCCC(C)C)C(c2ccc3c(c2)OCO3)NC(=O)N1 (stereo unspecified)
    -8.0% | 2.5% | ? | 16.3% | -1.2% | -2.1 | -1.3% | 45.2%[activator] | -19.0%
- Cc1ccc(SCC2=NNC(=O)C2)cc1
    -2.3% | -8.9% | -23.7% | -6.2% | -3.5% | 5.0 | 28.2% | -5.8% | -13.9%
- COc1ccc(NC(=O)/C(=C\c2ccncc2)NC(=O)c2ccccc2)cc1
    1.2% | 4.7% | -4.7% | -2.2% | -6.6% | -4.2 | 26.9% | 56.6%[activator] | -0.6%
- Nc1cc(C(=O)c2ccccc2)ccc1[N+](=O)[O-]
    -3.9% | -5.4% | ? | -0.8% | 2.5% | -3.6 | 28.7% | 28.6% | -21.5%
- COc1ccc(CN2CC(C(=O)NCCCOC(C)C)CC2=O)cc1 (stereo unspecified)
    0.4% | 0.7% | -1.6% | 1.4% | 2.2% | -5.6 | 27.1% | 3.1% | 4.7%
- Cn1c(=O)cc(C(=O)N/N=C/c2ccc(Cl)cc2)[nH]c1=O
    -5.5% | -19.7% | 0.0% | 0.6% | -4.2% | 1.2 | 15.7% | ? | 9.8%
- Cc1cc(C)c(C(N)=O)c(SCC(=O)c2cc(C)n(-c3cc(C)on3)c2C)n1
    . | 4.6% | . | 9.1% | -2.2% | -2.0 | . | 32.9% | -7.2%
- Cc1ccccc1COCCN1CCN(S(=O)(=O)c2ccccc2)CCC1=O
    3.9% | -22.3% | 0.7% | 4.9% | -3.3% | -3.3 | 0.0% | 19.0% | -4.3%
- CC(=O)Nc1cnn(Cc2ccc(Br)cc2)c1
    0.3% | -6.7% | 7.7% | -0.7% | -3.3% | -3.5 | 8.3% | -2.4% | -5.3%
- O=C(CN1C(=O)NC2(CCCCC2)C1=O)Nc1cc(C(F)(F)F)ccc1N1CCOCC1
    . | -4.3% | . | 46.4% | -2.1% | -0.1 | . | 26.7% | -18.5%
- CCOC(=O)N1CCC(N2C(=O)c3ccc(C(=O)NCc4ccco4)cc3C2=O)CC1
    -5.5% | -13.9% | -7.7% | -1.1% | -3.8% | -16.0 | -0.9% | 6.8% | -9.2%

Later entries.
Second line of a record: BLM inh | POLK inh | Apoferritin bind | APEX1 inh | Glioma ERSR ind | LDHA block | Pol beta inh | POLI inh | Pol eta inh
- COc1ccc(/C=C/C(=O)O)cc1COc1cccc(C)c1
    0.6% | -12.4% | -5.0% | 4.2% | -3.7% | -7.6 | 20.3% | -10.7% | -0.2%
- Cc1ccc(N=C2NC(=O)C(CO)(CO)S2)cc1
    -2.1% | -1.6% | -4.0% | 41.3%[activator] | -1.9% | -3.7 | -10.9% | 137.8%[activator] | -12.8%
- CC1Cc2cc(/C(O)=C3/C(=O)C(=O)N(CCCn4ccnc4)C3c3cccc([N+](=O)[O-])c3)ccc2O1 (stereo unspecified)
    0.9% | -13.3% | -8.8% | -14.5% | -3.1% | 2.4 | 10.4% | 11.8% | 0.0%
- CCOC(=O)N1CCN(c2ncnc3scc(-c4ccccc4)c23)CC1
    -2.0% | 1.0% | 5.2% | -7.4% | -4.3% | 1.8 | 14.0% | 23.7% | -7.1%
- CCN(Cc1ccccc1)C(=O)CN1C(=O)CSc2ccc(S(=O)(=O)N(CC)CC)cc21
    -1.4% | 4.9% | 3.7% | . | -1.8% | -4.4 | 3.2% | 9.3% | 0.6%
- CCOC(=O)CSc1nc2c(c(=O)[nH]c(=O)n2C)n1C/C=C(/C)Cl
    -4.6% | 0.0% | -8.5% | 2.6% | -2.1% | -6.4 | 4.5% | -9.3% | 4.4%
- CCCCn1nnc(NC(=O)c2ccco2)n1
    -0.9% | 0.5% | -3.1% | 17.0% | -1.9% | -0.8 | -14.3% | 4.7% | -13.4%
- COc1ccc(OC)c(NC(=O)CSC2=C(C#N)C(c3ccco3)C3=C(CCCC3=O)N2)c1 (stereo unspecified)
    -2.7% | -19.2% | -20.7% | -6.4% | -3.2% | 0.0 | 28.3% | 71.9%[activator] | -12.7%
- CCNc1nc(NCC)nc(OCCOC(=O)c2ccccc2)n1
    -4.5% | -9.5% | -11.5% | -2.6% | -0.2% | -10.7 | 0.0% | -9.5% | 0.5%
- CCOC(=O)C1=C(CN2CCN(C(=O)c3ccco3)CC2)NC(=O)NC1c1ccc(Cl)cc1 (stereo unspecified)
    -1.6% | -5.6% | 1.7% | 22.5% | 0.2% | -0.2 | 1.1% | -9.4% | -9.2%
- COc1ccccc1NS(=O)(=O)c1cccc(C(=O)NCC(c2cccs2)N(C)C)c1 (stereo unspecified)
    . | 5.5% | . | . | -0.6% | -1.6 | . | -18.7% | -0.3%
- COc1cc(C(=O)Nc2cccc(C)c2C)c(Br)c(OC)c1OC
    -2.4% | -3.7%[60.1 µM] | -7.5% | ? | -3.7% | -1.7 | 12.6% | 37.1%[activator] | -23.0%

Three of the compounds above, as labelled records.
CCNc1nc(NCC)nc(OCCOC(=O)c2ccccc2)n1
  BLM inh = -4.5%	POLK inh = -9.5%	Apoferritin bind = -11.5%	APEX1 inh = -2.6%	Glioma ERSR ind = -0.2%	LDHA block = -10.7	Pol beta inh = 0.0%	POLI inh = -9.5%	Pol eta inh = 0.5%
CCCCn1nnc(NC(=O)c2ccco2)n1
  BLM inh = -0.9%	POLK inh = 0.5%	Apoferritin bind = -3.1%	APEX1 inh = 17.0%	Glioma ERSR ind = -1.9%	LDHA block = -0.8	Pol beta inh = -14.3%	POLI inh = 4.7%	Pol eta inh = -13.4%
COc1ccccc1NS(=O)(=O)c1cccc(C(=O)NCC(c2cccs2)N(C)C)c1 (stereo unspecified)
  BLM inh = .	POLK inh = 5.5%	Apoferritin bind = .	APEX1 inh = .	Glioma ERSR ind = -0.6%	LDHA block = -1.6	Pol beta inh = .	POLI inh = -18.7%	Pol eta inh = -0.3%

Compound activity from PubChem BioAssay.
